# GPR151 activ: activators of human GPR151, primary screen, cell-based, PathHunter beta-arrestin, luminescence. G-protein coupled receptor 151 (Homo sapiens), Q8TDV0. PathHunter beta-arrestin GPR151 cells. activation, % at 11.2 µM. 650,000 tested, 1% active; in the data active = activation above about 4.9%;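 also: 0% = median of compound wells and 100% = cells with positive control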
# FBW7 act: FBW7 E3 ligase activators, primary screen, biochemical, AlphaScreen, human. F-box/WD repeat-containing protein 7 (Homo sapiens), Q969H0. AlphaScreen FBW7–phospho-cyclin E peptide binding, activator screen. normalized activity (activation), % at 26.1 µM. 650,000 tested, 0.13% active; in the data active = normalized activity above about 1.9%;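 also: purified mutant Fbw7 with reduced substrate affinity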
# Target sequence (Q969H0 whole entry, looked up): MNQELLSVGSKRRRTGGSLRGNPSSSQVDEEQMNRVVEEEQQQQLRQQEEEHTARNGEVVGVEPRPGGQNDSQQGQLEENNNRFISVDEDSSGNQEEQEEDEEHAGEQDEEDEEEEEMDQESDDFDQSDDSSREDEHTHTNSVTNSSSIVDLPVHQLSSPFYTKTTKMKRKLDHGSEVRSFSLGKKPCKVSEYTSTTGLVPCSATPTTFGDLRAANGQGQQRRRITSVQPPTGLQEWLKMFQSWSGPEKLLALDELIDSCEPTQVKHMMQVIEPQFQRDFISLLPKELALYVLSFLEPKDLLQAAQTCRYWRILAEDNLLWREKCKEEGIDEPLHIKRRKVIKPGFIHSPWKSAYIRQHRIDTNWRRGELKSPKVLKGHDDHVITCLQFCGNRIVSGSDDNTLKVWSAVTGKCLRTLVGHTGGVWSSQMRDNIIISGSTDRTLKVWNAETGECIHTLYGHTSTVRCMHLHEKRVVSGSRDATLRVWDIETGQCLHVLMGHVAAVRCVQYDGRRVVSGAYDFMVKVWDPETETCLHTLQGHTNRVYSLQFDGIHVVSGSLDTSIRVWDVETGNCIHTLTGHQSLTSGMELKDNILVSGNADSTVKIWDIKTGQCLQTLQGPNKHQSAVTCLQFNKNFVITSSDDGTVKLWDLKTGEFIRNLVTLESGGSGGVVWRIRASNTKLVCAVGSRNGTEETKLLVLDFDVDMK
# MITF primary: MITF inhibitors, primary screen, biochemical, AlphaScreen, human | inhibition, % at 2.6 µM | AID 1259374, 2018 | 650,000 tested, 0.91% active | AlphaScreen MITF homodimerization, bead proximity signal; in the data active = inhibition above about 50%;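 also: 0% = vehicle wells with protein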
# TEAD-YAP block: TEAD-YAP interaction inhibition, primary screen, TEAD-YAP interaction inhibitor project, luminescence, HEK-TIYL cells. TEAD-Gal4/YAP UAS-luciferase luminescence. 640,000 tested, 1.4% active. AID 1259422, 2018. inhibition, % at 9.12 µM; in the data active = inhibition above about 32%;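 also: 0% = median of test compound wells and 100% = reference inhibitor wells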
# * hit, by the source's call. Random draw from the library. About 3.4% of those tested had a hit in this group.
item	SMILES	GPR151 activ	FBW7 act	MITF primary	TEAD-YAP block
1	COC(=O)C1=C(C)N(C)C(C)=C(C(=O)OC)C1c1cccc(Cl)c1	0.8	0.6	21	6
2	CSc1ncccc1C(=O)OCC(=O)Nc1ccc2[nH]c(=O)[nH]c2c1	-0.7	0.0	9	-2
3	COCCNC(=O)c1nn2c(C(F)(F)F)cc(-c3ccccc3)nc2c1Cl	2.5	0.0	4	-8
4	CCCCn1c(Cc2ccccc2)nnc1SCC(=O)N1CCCC1	0.1	-0.1	-3	-6
5	CCCCC(=O)NCc1ccc(Cl)cc1	0.6	0.4	4	5
6	CCOc1ccc(N(C(C)C(=O)NCCSc2ccc(Cl)cc2)S(C)(=O)=O)cc1 (stereo not given)	0.6	0.0	-22	-8
7	C=CCNc1cc(-c2ccncc2)nc(-c2ccncc2)n1	-0.7	0.1	3	-10
8	CC1CCCN(S(=O)(=O)c2ccc(CN3C(=O)c4cccnc4C3=O)s2)C1 (stereo not given)	-1.7	-0.2	7	-4
9	CNc1nc(Nc2ccc(C)c(Cl)c2)nc(N)c1[N+](=O)[O-]	-10	0.1	10	-91
10	Cc1ccc(OCCSc2nc3ccc(Br)cc3[nH]2)cc1C	0.9	-0.1	9	3

# The closing 5 entries of the section above open the next one:
item	SMILES	GPR151 activ	FBW7 act	MITF primary	TEAD-YAP block
6	CCOc1ccc(N(C(C)C(=O)NCCSc2ccc(Cl)cc2)S(C)(=O)=O)cc1 (stereo not given)	0.6	0.0	-22	-8
7	C=CCNc1cc(-c2ccncc2)nc(-c2ccncc2)n1	-0.7	0.1	3	-10
8	CC1CCCN(S(=O)(=O)c2ccc(CN3C(=O)c4cccnc4C3=O)s2)C1 (stereo not given)	-1.7	-0.2	7	-4
9	CNc1nc(Nc2ccc(C)c(Cl)c2)nc(N)c1[N+](=O)[O-]	-10	0.1	10	-91
10	Cc1ccc(OCCSc2nc3ccc(Br)cc3[nH]2)cc1C	0.9	-0.1	9	3
11	COc1cc(OC)cc(-n2nc(C(=O)NCCN(C)C)c3ccccc3c2=O)c1	1.7	-0.1	4	9
12	CCSCCOC(=O)C1=C(C)NC2=C(C(=O)CCC2)C1c1ccc(OC)c(Br)c1 (stereo not given)	-1.1	0.0	-11	6
13	COc1ccc(CNC(=O)C(C)Nc2nn3c(=O)cc(C)nc3s2)cc1 (stereo not given)	0.4	0.0	1	4
14	C=CCSc1nnc2c(n1)OC(c1ccccc1F)Nc1ccccc1-2 (stereo not given)	-0.3	0.2	17	-4
15	COc1ccc(C2CC(=O)NC3=C2C(=O)CC(C)(C)C3)cc1 (stereo not given)	-0.1	-0.2	-1	3
16	O=C(Nc1ccccc1O)c1ccc(NS(=O)(=O)c2cccc3cccnc23)cc1	0.5	0.0	3	-97
17	Cc1nc(-c2cncc(-c3cc4ccccc4s3)c2)cc(=O)[nH]1	3.6	-0.1	-1	0
18	CC1(C)Cc2ccccc2C(N/N=C/c2ccncc2)=N1	0.4	-0.3	16	10
19	CC(=O)c1c(C(C)=O)c(C)n(-c2ccc(O)cc2)c1C	1.0	0.2	11	6
20	Cc1ccc(NC(=O)c2c(NC(=O)c3ccccc3F)sc3c2CCCCC3)c(C)c1	0.8	-0.1	-13	-5
21	COc1cccc(/C=N/NC(=O)CCc2ccccc2)c1O	-1.1	0.1	-1	10
22	CCC1=NN2C(=N)/C(=C/c3ccc(F)cc3)C(=O)N=C2S1	0.7	0.1	15	-2
23	Oc1ccc(CCNc2nc(Nc3ccncc3)nc3nc[nH]c23)cc1	-0.8	0.1	-2	16
24	O=C(Nc1nc(-c2ccccc2)c(-c2ccccc2)s1)c1ccc(-c2ccccc2)cc1	1.8	0.1	-32	4
25	Cn1c(=O)n(Cc2ccccn2)c2cccnc21	-0.4	0.1	1	1
26	Nc1nc(SCC(=O)Nc2cccc(S(=O)(=O)N3CCCC3)c2)n[nH]1	1.8	0.0	-2	-11
27	O=C(CN1C(C(=O)c2ccccc2)=C(N2CCOCC2)c2ccccc2S1(=O)=O)c1ccc([N+](=O)[O-])cc1	0.3	-0.1	-12	7
28	c1ccc(Nc2ccn3ncc(-c4cccc5cccnc45)c3n2)cc1	-0.5	0.0	-11	-5
29	O=C(c1ccc(F)cc1)N1CCC(n2nnc3ccccc32)CC1	-0.7	0.4	6	-1
30	CCOC(=O)c1c(NC(=O)c2ccccc2)sc(C(=O)Nc2cccc(Cl)c2)c1C	-0.2	0.1	11	-1
31	Cc1nn(C(C)C(=O)O)c(=O)c2cc3occc3n12 (stereo not given)	0.0	-0.1	-2	7
32	O=C(NCc1ccccc1)C1CC(=O)N(C2CCCCCC2)C1 (stereo not given)	-0.1	0.5	-14	-5
33	COC(=O)Cn1cnc2c(C#N)c3n(c2c1=O)CCCC3	-1.7	0.6	9	-3
34	Cc1nnc(SCC(=O)N2CCc3ccccc32)n1-c1ccccc1	-2.1	-0.3	-4	-6
35	O=c1[nH]c(=O)n(Cc2ccccc2)c2nc(-c3cccnc3)cc(C(F)(F)F)c12	0.2	-0.1	6	-2
36	C=CCONC(=O)Nc1ccc([N+](=O)[O-])cc1	0.1	0.1	-7	-1
37	CCOc1ccccc1CN1CCN(Cc2cccnc2)CC1CCO (stereo not given)	-1.9	-0.1	8	-5
38	COc1ccc(/C=C2\Oc3ccccc3N(CC(=O)NC3CCCCC3C)C2=O)cc1 (stereo not given)	0.9	0.3	5	0
39	CN(C(=O)COC(=O)c1cc(=O)[nH]c(=O)[nH]1)C1CCCCC1	-1.1	0.8	8	4
40	N#C/C(=C\c1cccc(Cl)c1)c1nc(-c2ccc([N+](=O)[O-])cc2)cs1	-0.3	-0.1	-5	-14
41	c1ccc2c(OCCOCCN3CCCC3)cccc2c1	-0.3	-0.1	-1	-10
42	CC(=O)N1CCc2cc(-c3nc(N)sc3C)ccc21	0.2	-0.2	4	-12
43	O=c1oc2ccccc2c(O)c1C=Nc1ccc(I)cc1	-1.3	0.0	-2	-5
44	COc1ccc2[nH]c(=O)c(NC(N)=S)nc2c1	0.6	0.0	20	1
45	COn1c(C)c(C(C)=O)c2c3no[n+]([O-])c3ccc21	-0.3	0.3	-3	-12
46	Nc1nc(NCc2cccc(C(F)(F)F)c2)cc(Nc2cnccn2)n1	-0.7	0.6	4	56*
47	Cc1ccc(/C=C2/NC(=O)N(Cc3ccc(Br)cc3)C2=O)cc1	0.1	-0.1	-2	11
48	CC(C)CC(C(=O)O)N1C(=O)/C(=C\c2cccn2C)SC1=S (stereo not given)	3.2	-1.1	9	1
49	CCOP(=O)(OCC)C(OC(N)=O)c1ccc(Cl)cc1Cl (stereo not given)	1.5	0.5	4	-6
50	Cc1ccc(C(=O)N[C@H]2C[C@H]3C(=O)N[C@H](Cc4ccccc4)C(=O)N3C2)cc1	-0.6	-0.1	-9	17
51	Cc1ccc(Cl)cc1NC(=O)CCS(=O)(=O)c1cc2c(cc1Cl)NC(=O)CO2	-2.0	0.1	-13	0
52	C=CCn1c(=O)c(C(=O)Nc2ccc(Cl)cc2Cl)c(O)c2ccccc21	-0.4	0.1	-7	6
53	CCOc1ccc(N(C(=O)C23CC4CC(CC(C4)C2)C3)C2C=CS(=O)(=O)C2)cc1 (stereo not given)	0.2	0.0	7	9
54	CCCC1=C(C(=O)OCC)C(c2ccc(C)cc2)C(C#N)=C(N)O1 (stereo not given)	-0.5	0.0	-4	1
55	COc1ccc(NC(=O)CN(C)S(=O)(=O)c2cc3c(cc2Cl)NC(=O)CO3)cc1	0.2	0.0	-6	-7
56	CCn1c(SCC(=O)N2CCCCC2)nc2c(c1=O)SCC2	-1.3	-0.1	2	0
57	N#CC1=C(N)SC(N)=C(C#N)C1c1ccc(Br)s1	1.2	-0.2	-1	-3
58	CCn1c(NCc2ccco2)nc2c1c(=O)n(C)c(=O)n2C	-0.7	0.0	-8	0
59	C/C(=N/NC(=O)c1cc(O)cc(O)c1)c1ccc(C)cc1	-0.6	0.0	-9	3
60	CCOc1ccc(NC(=O)CSc2cn(Cc3cccc(F)c3)c3ccccc23)cc1	18*	0.1	11	-5

# The results go on:
item	SMILES	GPR151 activ	FBW7 act	MITF primary	TEAD-YAP block
61	O=C(NCC1CCCO1)C1CCN(S(=O)(=O)N2CCCC2)CC1 (stereo not given)	-0.4	0.8	7	10
62	CCOC(=O)c1c(-c2ccc(OC)cc2)csc1NC(=O)CSc1ncn[nH]1	2.7	-0.1	4	35*
63	O=C(c1ccccc1F)N1CCN(c2cc(N3CCCCC3)c(F)cc2[N+](=O)[O-])CC1	-1.3	-0.6	3	-3
64	CCC(=O)N(Cc1cc2ccc(C)cc2n2nnnc12)CC1CCCO1 (stereo not given)	1.3	0.2	-16	-8
65	O=C(NCc1ccc(F)cc1F)c1ccc(OCC(=O)C2CC2)cc1	-1.5	-0.1	3	2
66	CCOc1ccc(CCNC(=O)Cn2ncc3c4ccccc4n(C)c3c2=O)cc1OCC	0.0	0.0	5	-7
67	CCC(C)(C(=O)NC1CCCCC1)N(Cc1ccco1)C(=O)CNC(C)=O (stereo not given)	-1.3	0.0	9	-4
68	Cn1ccnc1C(=O)c1ccc(F)cc1	-0.5	-0.3	3	-2
69	CCN1C(=O)c2ccccc2S(=O)c2ccc(C(=O)NCC3CCCO3)cc21 (stereo not given)	-0.9	0.0	-15	-14
70	O=C(NCCOc1ccccc1)c1ccc2nc(NCCN3CCOCC3)sc2c1	1.2	0.0	2	-44

# Copied from the list:
# FBW7 act result of `Oc1ccc(CCNc2nc(Nc3ccncc3)nc3nc[nH]c23)cc1` = 0.1
# FBW7 act result of `CCSCCOC(=O)C1=C(C)NC2=C(C(=O)CCC2)C1c1ccc(OC)c(Br)c1` (stereo not given) = 0.0
# TEAD-YAP block result of `C=CCSc1nnc2c(n1)OC(c1ccccc1F)Nc1ccccc1-2` (stereo not given) = -4
# GPR151 activ result of `COc1ccc(C2CC(=O)NC3=C2C(=O)CC(C)(C)C3)cc1` (stereo not given) = -0.1
# GPR151 activ result of `O=C(NCc1ccc(F)cc1F)c1ccc(OCC(=O)C2CC2)cc1` = -1.5
# MITF primary result of `c1ccc(Nc2ccn3ncc(-c4cccc5cccnc45)c3n2)cc1` = -11
# MITF primary result of `CCOP(=O)(OCC)C(OC(N)=O)c1ccc(Cl)cc1Cl` (stereo not given) = 4

# (next part)
item	SMILES	GPR151 activ	FBW7 act	MITF primary	TEAD-YAP block
71	O=C(COc1ccccc1)NC(Cc1ccccc1)C(=O)O (stereo not given)	-0.3	0.0	8	14
72	Cc1ccc(OCc2nnc3n2CCCCC3)cc1	2.2	0.1	-4	-9
73	COc1cc(C(=O)N/N=C/c2cccs2)ccc1O	-0.3	-0.1	-2	3
74	Cc1ccc(C)c(NC(=O)c2cc3n(n2)C(C(F)(F)F)CC(c2ccc4c(c2)OCO4)N3)c1 (stereo not given)	-0.9	0.0	0	-5
75	CCCCCCSc1nnc(-c2cc(Br)ccc2N)c(=O)[nH]1	-2.4	0.0	3	-18
76	Cc1ccc(C(=O)N/C(=C\C2=Cc3ccccc3OC2C)C(=O)NCc2cccnc2)cc1 (stereo not given)	-0.1	-0.1	2	4
77	CC(C)(C)NC(=O)CN(C(=O)c1csnn1)c1ccccc1C(F)(F)F	2.4	-0.3	-3	-1
78	CCc1ccc(OCC(=O)N/N=C/c2c(O)[nH]c(=O)[nH]c2=O)cc1	-2.0	0.1	49	-7
79	O=C(NCc1ccccc1F)C1CN(c2nc3ccccc3s2)C1	0.5	0.2	2	-36
80	CCS(=O)(=O)c1ncc(Cl)c(C(=O)Nc2cccc(C)c2)n1	-0.6	0.2	5	-24
81	O=C(N/N=C/c1cc(Br)ccc1O)c1ccccc1O	0.8	-0.1	-6	1
82	COc1ccc(Nc2cc(C(=O)NCCN3CCCC3)c3ccccc3n2)cc1	0.4	-0.3	-2	-2
83	O=C(Cn1cnc2c(oc3ccccc32)c1=O)NCc1ccccc1	-0.4	0.2	9	8
84	COC(=O)c1nnn(CC(=O)Nc2ccc(C)cc2C)c1N	0.4	0.1	5	11
85	O=C(Nc1cccc(C(F)(F)F)c1)c1cccnc1Cl	0.5	-0.1	-6	-1
86	CCOc1ccc2nc(NC(=O)c3ccc(C)c([N+](=O)[O-])c3)sc2c1	0.1	0.1	-3	-6
87	CCC(C)NC(=O)c1c(N)n(/N=C/c2ccncc2)c2nc3ccccc3nc12 (stereo not given)	-1.5	0.6	16	7
88	COc1cccc(OC)c1C(=O)N1CCN(C(=O)c2ccccc2)CC1	-0.7	-0.1	3	-13
89	COc1ccc(-n2nc(C(=O)N(C)c3cc(Cl)ccc3C)c3ccccc3c2=O)cc1	-1.9	-0.1	-1	3
90	COc1ccccc1N=C1NN=C(c2ccccc2OC)CS1	-0.8	-0.4	0	-13
91	COc1ccccc1-n1cc(-c2ccccc2)nc1SCC(=O)Nc1cccc(C)c1C	-0.2	-0.1	-2	4
92	CCCNC(=O)c1cnc(Nc2cc(OC)c(OC)c(OC)c2)s1	0.4	-0.1	6	-29
93	Cc1cc(NC(=O)CCC(=O)N(Cc2ccco2)C(C)(C)C(=O)NC2CCCC2)no1	0.6	-0.6	-2	4

# High-throughput results as filed in PubChem.
